C8 TRAIL sens: caspase-8 TRAIL sensitization; NB7+C8 cells + TRAIL, ATPlite viability luminescence; inhibition (viability loss, TRAIL sensitization), % at 10 µM; 360,000 compounds, 1% hits; AID 624354;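 active means compounds causing at least 50% loss of cell viability in the single-dose screen, relative to plate controls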
SRC2 inh: human SRC2 (NCOA2) inhibition; Q15596; HEK293 GAL4-SRC2 luciferase reporter, luminescence; inhibition, % at 9 µM; 370,000 compounds, 0.17% hits; AID 651957;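 active means inhibition above the mean inhibition of all tested compounds plus 3 SD, set per campaign, cut at about 52% in these data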;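 further: 0% = DMSO treated cells and 100% = cells given Gossypol at 36 µM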
Target sequence (Q15596 whole entry, looked up, the tested form may be a part): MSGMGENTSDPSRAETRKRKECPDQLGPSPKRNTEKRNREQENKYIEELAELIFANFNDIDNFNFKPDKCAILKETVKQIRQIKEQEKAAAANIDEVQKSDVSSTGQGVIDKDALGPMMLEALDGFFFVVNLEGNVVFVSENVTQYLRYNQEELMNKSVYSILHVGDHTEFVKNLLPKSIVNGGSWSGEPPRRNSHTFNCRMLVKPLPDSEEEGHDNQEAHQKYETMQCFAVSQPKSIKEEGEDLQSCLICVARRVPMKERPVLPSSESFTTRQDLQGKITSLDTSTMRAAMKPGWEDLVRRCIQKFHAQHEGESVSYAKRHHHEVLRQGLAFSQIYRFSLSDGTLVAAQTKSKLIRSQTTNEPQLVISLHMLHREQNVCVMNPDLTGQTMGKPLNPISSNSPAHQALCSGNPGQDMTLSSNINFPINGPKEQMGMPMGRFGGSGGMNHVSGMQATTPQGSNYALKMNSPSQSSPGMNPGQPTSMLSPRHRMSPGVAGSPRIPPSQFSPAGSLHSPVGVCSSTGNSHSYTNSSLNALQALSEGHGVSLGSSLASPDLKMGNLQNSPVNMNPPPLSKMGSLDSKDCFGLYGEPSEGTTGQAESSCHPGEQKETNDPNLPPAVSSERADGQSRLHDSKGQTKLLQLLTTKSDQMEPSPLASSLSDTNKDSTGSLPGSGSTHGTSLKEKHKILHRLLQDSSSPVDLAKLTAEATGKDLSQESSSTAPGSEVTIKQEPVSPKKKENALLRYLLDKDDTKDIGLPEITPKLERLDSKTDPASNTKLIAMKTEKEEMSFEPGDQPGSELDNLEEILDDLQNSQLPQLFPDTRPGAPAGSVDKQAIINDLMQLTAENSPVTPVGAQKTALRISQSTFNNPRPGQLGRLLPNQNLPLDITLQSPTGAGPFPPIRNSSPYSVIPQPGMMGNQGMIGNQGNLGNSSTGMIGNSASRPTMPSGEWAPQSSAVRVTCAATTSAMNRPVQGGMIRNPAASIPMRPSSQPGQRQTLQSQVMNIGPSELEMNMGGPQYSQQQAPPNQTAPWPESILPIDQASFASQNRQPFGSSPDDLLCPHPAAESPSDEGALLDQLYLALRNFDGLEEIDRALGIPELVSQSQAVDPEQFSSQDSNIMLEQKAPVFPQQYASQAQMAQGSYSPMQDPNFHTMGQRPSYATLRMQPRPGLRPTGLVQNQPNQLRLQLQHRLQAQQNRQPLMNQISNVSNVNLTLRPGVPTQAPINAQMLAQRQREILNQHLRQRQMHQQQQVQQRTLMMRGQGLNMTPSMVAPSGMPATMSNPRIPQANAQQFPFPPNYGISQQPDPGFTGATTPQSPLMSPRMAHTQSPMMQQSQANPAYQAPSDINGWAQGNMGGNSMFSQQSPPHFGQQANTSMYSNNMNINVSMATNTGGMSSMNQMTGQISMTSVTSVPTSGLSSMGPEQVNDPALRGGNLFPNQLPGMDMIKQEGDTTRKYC
NR2F2 inh: blocks human COUP-TFII nuclear receptor; AID 686940; inhibition, % at 8.6 µM; P24468; HEK293T NGFI-A luciferase reporter, luminescence; 370,000 compounds, 0.7% hits;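 active means inhibition above a per-plate cutoff, mean inhibition of test wells between control levels plus 3 SD, cut at about 38% in these data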;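 further: cells cotransfected with COUP-TFII expression vector driving the NGFI-A reporter; 0% = median of COUP-TF2 test wells and 100% = reporter-only cells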
TLR9-MyD88 block: inhibitors of human TLR9-MyD88 binding. Q9NR96+Q99836. CHO BLA complementation TLR9-MyD88, CCF4 FRET ratio. inhibition, % at 4.98 µM. 340,000 compounds, 0.21% hits;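 active means inhibition above the mean over all tested compounds plus 3 SD, cut at about 21% in these data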;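 further: 0% = DMSO only wells and 100% = clavulanate BLA inhibitor control wells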
NCOA3 inh: human NCOA3 inhibition; Q9Y6Q9; HEK293 GAL4-SRC3 luciferase reporter, luminescence; inhibition, % at 3.6 µM; 360,000 compounds, 0.17% hits; AID 588352;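 active means inhibition above a per-campaign cutoff, the mean of all compounds plus 3 SD, cut at about 60% in these data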;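 further: 0% = DMSO-treated cells and 100% = gossypol-treated cells at 36 µM; higher means less SRC3-driven luciferase light from the GAL4 reporter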
EBV LMP1 NFkB: inhibitors of Epstein-Barr LMP1-induced NF-kappaB reporter; LMP1-induced NF-kappaB luciferase reporter cells, luminescence; inhibition, % at 12.5 µM; 350,000 compounds, 0.69% hits; AID 504558; in the data active means inhibition above about 41%;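 further: 0% = neutral control wells and 100% = reference inhibitor control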
Vif inh: blocks HIV Vif function; 340,000 compounds, 0.35% hits; HEK293T cells, Vif self-association by quenched fluorescence, imaging, 24 h; inhibition, % at 7.49 µM; in the data active means inhibition above about 50%, passing the limit was not always enough; further: some results filed as inactive read as strong as hits
LRH-1 inv ag: inverse agonists of human LRH-1 (NR5A2); O00482; HEK293T StAR-luciferase reporter, LRH-1 transfected, 24 h; inhibition, % at 3.6 µM; 360,000 compounds, 0.13% hits; AID 602396;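 active means inhibition above the mean inhibition of all tested compounds plus 3 SD, cut at about 73% in these data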;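 further: 0% = DMSO wells and 100% = reporter-only cells lacking LRH-1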
NCOA1 inh: human NCOA1 inhibition | HEK293 GAL4-SRC1 luciferase reporter, luminescence | inhibition, % at 3.6 µM | Q15788 | 360,000 compounds, 0.12% hits;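 active means inhibition above the campaign mean plus 3 SD, with each screening campaign given its own cutoff, cut at about 60% in these data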;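 further: 0% = DMSO treated cells and 100% = gossypol at 36 µM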
TROY signal inh: inhibitors of TROY-dependent NF-kB signaling; Q293 LMP1-TROYcd NF-kB luciferase reporter, 4 h; inhibition, % at 10 µM; 360,000 compounds, 0.98% hits;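 active means compounds whose plate-normalised and pattern-corrected inhibition of the luciferase reporter signal at the single screening dose is 50% or more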
NOD2 RIPK2 PPI: blocks binding of human NOD2 to RIPK2 | O43353 | 360,000 compounds, 0.38% hits | inhibition, % at 4.98 µM | CHO BLA complementation NOD2-RIPK2, CCF4 ratio; in the data active means inhibition above about 21%;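 further: 0% = vehicle only and 100% = reference blocker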
* marks the source's active call; other numbers are inactive results. Not all compounds are listed; the hit share may differ from the screen's.

CCC(Oc1ccccc1F)C(=O)Nc1ccc2c(c1)n(C)c(=O)n2C (centres undefined) was read as C8 TRAIL sens -3, SRC2 inh 7, NR2F2 inh 7, TLR9-MyD88 block -7, NCOA3 inh -11, EBV LMP1 NFkB -48, Vif inh 10, LRH-1 inv ag 13, NCOA1 inh 3, TROY signal inh 11 and NOD2 RIPK2 PPI 5.
`O=C(Nc1c(-c2ccc3c(c2)OCO3)[nH][nH]c1=O)c1cccc(C(F)(F)F)c1` gave C8 TRAIL sens 3, SRC2 inh 5, NR2F2 inh 20, NCOA3 inh 14, Vif inh -7, LRH-1 inv ag -6, NCOA1 inh 13, TROY signal inh 9 and NOD2 RIPK2 PPI -6.
COc1ccc(CNC(=O)C2CCCN(S(=O)(=O)c3ccc(F)cc3)C2)cc1 (centres undefined) was read as C8 TRAIL sens -12, SRC2 inh -12, NR2F2 inh 0, TLR9-MyD88 block 2, NCOA3 inh -37, EBV LMP1 NFkB 2, Vif inh 10, LRH-1 inv ag -7, NCOA1 inh 3, TROY signal inh 35 and NOD2 RIPK2 PPI 6.
COc1ccccc1/C=N/N1C(=O)c2cccc3cccc(c23)C1=O was read as C8 TRAIL sens -2, SRC2 inh -12, NR2F2 inh 7, TLR9-MyD88 block 6, NCOA3 inh 25, EBV LMP1 NFkB -13, Vif inh 1, LRH-1 inv ag -12, NCOA1 inh -24, TROY signal inh -3 and NOD2 RIPK2 PPI -2.
COc1ccc(C2c3ccc(O)cc3Oc3ncn(CCCO)c(=N)c32)cc1 (centres undefined) was read as C8 TRAIL sens 8, SRC2 inh -3, NR2F2 inh -5, TLR9-MyD88 block -9, NCOA3 inh -13, EBV LMP1 NFkB -1, Vif inh -3, LRH-1 inv ag 15, NCOA1 inh 3, TROY signal inh 8 and NOD2 RIPK2 PPI 0.
`C[C@H](CO)N1C[C@H](C)[C@@H](CN(C)C(=O)Nc2ccccc2)Oc2ccc(NC(=O)Nc3ccc4c(c3)OCO4)cc2C1=O` gave C8 TRAIL sens 12, SRC2 inh 19, NR2F2 inh -6, TLR9-MyD88 block 0, NCOA3 inh 3, EBV LMP1 NFkB 1, Vif inh -3, LRH-1 inv ag -5, NCOA1 inh 9, TROY signal inh -10 and NOD2 RIPK2 PPI 11.
COc1ccc(Br)cc1C1CC(=O)N2CN(Cc3ccccc3)CSC2=C1C#N (centres undefined) was read as C8 TRAIL sens -11, SRC2 inh 1, NR2F2 inh 19, TLR9-MyD88 block -17, NCOA3 inh -9, EBV LMP1 NFkB -12, Vif inh -6, LRH-1 inv ag 20, NCOA1 inh 4, TROY signal inh 11 and NOD2 RIPK2 PPI 3.
Screening COc1ccc(CCNC(=O)CSc2nc3[nH]c(=O)cc(O)c3s2)cc1 returned C8 TRAIL sens 7, SRC2 inh 18, NR2F2 inh -4, TLR9-MyD88 block 2, NCOA3 inh 18, EBV LMP1 NFkB 0, Vif inh 4, LRH-1 inv ag 52, NCOA1 inh 1, TROY signal inh 4 and NOD2 RIPK2 PPI -7.
For COc1ccccc1C1/C(=C(/O)c2ccc(Cl)cc2)C(=O)C(=O)N1CCN1CCOCC1 (centres undefined) the results were C8 TRAIL sens 2, SRC2 inh -15, NR2F2 inh 3, TLR9-MyD88 block -2, NCOA3 inh 11, EBV LMP1 NFkB 3, Vif inh -2, LRH-1 inv ag 9, NCOA1 inh -27, TROY signal inh 5 and NOD2 RIPK2 PPI -2.
O=C1c2ccccc2NC2CCCCC12 (centres undefined) was read as C8 TRAIL sens 10, SRC2 inh 14, NR2F2 inh 2, TLR9-MyD88 block 4, NCOA3 inh 6, EBV LMP1 NFkB -9, Vif inh -1, LRH-1 inv ag 10, NCOA1 inh -8, TROY signal inh -1 and NOD2 RIPK2 PPI -6.
`Cc1cc(C)c(NC(=O)COC(=O)CSc2ccc(Br)cc2C)c(C)c1` gave C8 TRAIL sens 2, SRC2 inh 22, NR2F2 inh 5, TLR9-MyD88 block 8, NCOA3 inh 3, EBV LMP1 NFkB 0, Vif inh -9, LRH-1 inv ag 11, NCOA1 inh 9, TROY signal inh 13 and NOD2 RIPK2 PPI -12.
For COc1ccc(-c2nnc(SCC(=O)N(C)C3CCS(=O)(=O)C3)n2N)cc1OC (centres undefined) the results were C8 TRAIL sens -7, SRC2 inh -2, NR2F2 inh -2, TLR9-MyD88 block 3, NCOA3 inh 8, EBV LMP1 NFkB -6, Vif inh -1, LRH-1 inv ag -24, NCOA1 inh -2, TROY signal inh -3 and NOD2 RIPK2 PPI -4.
NC(=O)COc1ccc(-c2noc(COc3ccccc3[N+](=O)[O-])n2)cc1 was read as C8 TRAIL sens 1, SRC2 inh -12, NR2F2 inh 9, TLR9-MyD88 block 2, NCOA3 inh -19, EBV LMP1 NFkB 1, Vif inh -1, LRH-1 inv ag -10, NCOA1 inh -18, TROY signal inh -27 and NOD2 RIPK2 PPI 5.
O=C(NCCC1=CCCCC1)c1ccc(Br)o1 was read as C8 TRAIL sens -26, SRC2 inh -26, NR2F2 inh -10, TLR9-MyD88 block -15, NCOA3 inh -51, EBV LMP1 NFkB -24, Vif inh -11, LRH-1 inv ag -75, NCOA1 inh -60, TROY signal inh -19 and NOD2 RIPK2 PPI 0.
`C/C(=N\NC(=O)CSc1nc2ccccc2o1)c1ccc(O)cc1` gave C8 TRAIL sens -12, SRC2 inh -40, NR2F2 inh -25, TLR9-MyD88 block -1, NCOA3 inh -56, EBV LMP1 NFkB -6, Vif inh -2, LRH-1 inv ag -134, NCOA1 inh -61, TROY signal inh -18 and NOD2 RIPK2 PPI 5.

Reprinted from the listing (four entries):
COc1ccc(Br)cc1C1CC(=O)N2CN(Cc3ccccc3)CSC2=C1C#N (centres undefined) was read as C8 TRAIL sens -11, SRC2 inh 1, NR2F2 inh 19, TLR9-MyD88 block -17, NCOA3 inh -9, EBV LMP1 NFkB -12, Vif inh -6, LRH-1 inv ag 20, NCOA1 inh 4, TROY signal inh 11 and NOD2 RIPK2 PPI 3.
Screening COc1ccc(CCNC(=O)CSc2nc3[nH]c(=O)cc(O)c3s2)cc1 returned C8 TRAIL sens 7, SRC2 inh 18, NR2F2 inh -4, TLR9-MyD88 block 2, NCOA3 inh 18, EBV LMP1 NFkB 0, Vif inh 4, LRH-1 inv ag 52, NCOA1 inh 1, TROY signal inh 4 and NOD2 RIPK2 PPI -7.
For COc1ccccc1C1/C(=C(/O)c2ccc(Cl)cc2)C(=O)C(=O)N1CCN1CCOCC1 (centres undefined) the results were C8 TRAIL sens 2, SRC2 inh -15, NR2F2 inh 3, TLR9-MyD88 block -2, NCOA3 inh 11, EBV LMP1 NFkB 3, Vif inh -2, LRH-1 inv ag 9, NCOA1 inh -27, TROY signal inh 5 and NOD2 RIPK2 PPI -2.
O=C1c2ccccc2NC2CCCCC12 (centres undefined) was read as C8 TRAIL sens 10, SRC2 inh 14, NR2F2 inh 2, TLR9-MyD88 block 4, NCOA3 inh 6, EBV LMP1 NFkB -9, Vif inh -1, LRH-1 inv ag 10, NCOA1 inh -8, TROY signal inh -1 and NOD2 RIPK2 PPI -6.

Next section:
`COCOCCn1cc(CN2CCS(=O)(=O)N(Cc3ccc(-c4ccncc4)cc3)C(C(C)C)C2=O)nn1` (centres undefined) gave C8 TRAIL sens -22, SRC2 inh -16, NR2F2 inh -8, TLR9-MyD88 block -9, NCOA3 inh 4, EBV LMP1 NFkB -2, Vif inh -2, LRH-1 inv ag 6, NCOA1 inh 3, TROY signal inh -23 and NOD2 RIPK2 PPI -7.
Screening CC1=CC(c2ccc(Cl)cc2)n2nc(NC(=O)CCC(=O)O)nc2N1 (centres undefined) returned C8 TRAIL sens -12, SRC2 inh 2, NR2F2 inh 23, TLR9-MyD88 block 2, NCOA3 inh 12, EBV LMP1 NFkB 2, Vif inh -6, LRH-1 inv ag -28, NCOA1 inh 9, TROY signal inh -2 and NOD2 RIPK2 PPI -27.
O=C(COc1nncc2ccccc12)Nc1c(F)c(F)c(F)c(F)c1F was read as C8 TRAIL sens 18, SRC2 inh -1, NR2F2 inh -4, TLR9-MyD88 block 8, NCOA3 inh -6, EBV LMP1 NFkB 2, Vif inh -1, LRH-1 inv ag -6, NCOA1 inh -15, TROY signal inh 6 and NOD2 RIPK2 PPI -10.
O=C(NN=Cc1ccc2c(c1)OCO2)C1CC1 was read as C8 TRAIL sens 13, SRC2 inh -29, NR2F2 inh -38, TLR9-MyD88 block -3, NCOA3 inh -71, EBV LMP1 NFkB -17, Vif inh -1, LRH-1 inv ag -27, NCOA1 inh -67, TROY signal inh -37 and NOD2 RIPK2 PPI 5.
Screening Cc1nn(C)c(Oc2ccccc2)c1CCNS(=O)(=O)c1ccc(F)cc1 returned C8 TRAIL sens 7, SRC2 inh 14, NR2F2 inh 2, TLR9-MyD88 block 8, NCOA3 inh 3, EBV LMP1 NFkB -2, Vif inh -8, LRH-1 inv ag 11, NCOA1 inh 7, TROY signal inh 0 and NOD2 RIPK2 PPI 1.
`CC1(C)CC(NCc2cccc([N+](=O)[O-])c2)CC(C)(C)N1` gave C8 TRAIL sens -10, SRC2 inh -27, NR2F2 inh -12, TLR9-MyD88 block -1, NCOA3 inh -9, EBV LMP1 NFkB -4, Vif inh 13, LRH-1 inv ag -4, NCOA1 inh -9, TROY signal inh -8 and NOD2 RIPK2 PPI -5.
Screening C=CCNc1ncnc2c1ncn2[C@H]1CN(Cc2ccccc2)C[C@@H](CO)O1 returned C8 TRAIL sens 0, SRC2 inh 2, NR2F2 inh -10, NCOA3 inh -10, Vif inh -2, LRH-1 inv ag -7, NCOA1 inh -22, TROY signal inh 5 and NOD2 RIPK2 PPI -5.
Screening COC(=O)c1sccc1NC(=S)N1CC(C)CC(C)C1 (centres undefined) returned C8 TRAIL sens 1, SRC2 inh -4, NR2F2 inh -6, TLR9-MyD88 block -4, NCOA3 inh 17, EBV LMP1 NFkB -34, Vif inh 10, LRH-1 inv ag 5, NCOA1 inh -7, TROY signal inh -13 and NOD2 RIPK2 PPI -21.
Screening CC1CCc2c(nc3ncnn3c2NCCN(C)C)C1 (centres undefined) returned C8 TRAIL sens 10, SRC2 inh -11, NR2F2 inh -3, TLR9-MyD88 block -13, NCOA3 inh 20, EBV LMP1 NFkB -1, Vif inh -26, LRH-1 inv ag 7, NCOA1 inh 0, TROY signal inh 23 and NOD2 RIPK2 PPI 5.
`CCOC(=O)c1cnc[nH]c1=O` gave C8 TRAIL sens 6, SRC2 inh -23, NR2F2 inh -1, TLR9-MyD88 block -2, NCOA3 inh 14, EBV LMP1 NFkB 0, Vif inh -8, LRH-1 inv ag 17, NCOA1 inh 9, TROY signal inh 9 and NOD2 RIPK2 PPI -8.
Screening O=C(Oc1cccnc1)c1cc2ccccc2oc1=O returned C8 TRAIL sens 8, SRC2 inh 1, NR2F2 inh -14, TLR9-MyD88 block -12, NCOA3 inh -5, EBV LMP1 NFkB -10, LRH-1 inv ag -68, NCOA1 inh -26, TROY signal inh -20 and NOD2 RIPK2 PPI 9.

Bioassay records from PubChem BioAssay.
